AMA1-RON2 inh – qHTS for Inhibitors of AMA1-RON; Towards Development of Antimalarial Drug Lead: Primary Screen. AlphaScreen AMA1-biotinylated RON2 peptide binding. Potency, µM (series often up to 58.2 µM), for inactives: at the top dose activity change, negative = inhibition, most hits filed as inhibitors. Plasmodium falciparum AMA1 (3D7) - RON2 peptide interaction. 360,000 compounds, 0.2% hits;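 further: potency means the concentration at half of the fitted maximal effect; 0% = vehicle wells and -100% = peptide control; nearly all actives have a fitted effect of over 45% in size; some results filed as inactive show a strong effect at the top dose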
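AMA1 (3D7) with his tag at 25 nM final met compounds first, then biotinylated RON2 peptide at 25 nM; detection used donor plus acceptor beads, 10 µg/mL apiece, read by AlphaScreen after 30 min at room temperature.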
FBPA Giardia inh – qHTS Assay for Inhibitors of Fructose-1,6-bisphosphate Aldolase from Giardia Lamblia | 290,000 compounds, 0.71% hits | purified Giardia FBPA | AID 2451, 2010 | Potency, µM (top dose mostly 59.6 µM), for inactives: at the top dose activity, negative = inhibition, hits mostly inhibitors; further: potency means the concentration at half of the fitted maximal effect; nearly all actives have a fitted effect of over 55% in size
Target sequence (A8B2U2 whole entry, looked up): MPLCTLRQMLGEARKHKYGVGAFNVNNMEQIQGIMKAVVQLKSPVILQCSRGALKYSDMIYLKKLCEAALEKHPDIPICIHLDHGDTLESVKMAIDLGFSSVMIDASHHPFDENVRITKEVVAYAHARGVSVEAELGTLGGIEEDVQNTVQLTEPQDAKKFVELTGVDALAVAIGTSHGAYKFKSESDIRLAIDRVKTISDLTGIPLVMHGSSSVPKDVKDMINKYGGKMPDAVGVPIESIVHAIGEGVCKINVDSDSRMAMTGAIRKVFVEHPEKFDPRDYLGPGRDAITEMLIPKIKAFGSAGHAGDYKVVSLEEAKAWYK
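Giardia FBPA (40 nM reagent) was preincubated 10 min at RT with compound (up to 57.5 uM final), then substrate plus GAPDH/TPI/NAD/arsenate coupling system with diaphorase/resazurin was added; resorufin fluorescence (525/598 nm) was read after 20 min.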
HCMV antiviral – qHTS Assay for inhibitors of the human cytomegalovirus (HCMV) | HFF cells, HCMV-luciferase reporter, 72 h; active compounds read low | activity change, negative = inhibition, % at 57.5 µM | 410,000 compounds, 4.5% hits; in the data active means activity change below about -60%; inconclusive means no clear call, values can overlap the other calls; inactive means above about -39%
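HFF cells seeded 16 h at 37C, treated with compounds, infected with luciferase-reporter HCMV at MOI 1 PFU/cell; luciferase read at 72 h post infection, normalized to buffer-only and Salinomycin controls.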
AmpC inh no detg – qHTS Inhibitors of AmpC Beta-Lactamase (assay without detergent). P00811. AmpC nitrocefin hydrolysis, absorbance 480 nm, 0.0001% Triton. Potency, µM (highest dose often 57.1 µM), inactives show at the top dose activity change, negative = inhibition, usual class: inhibitors. 330,000 compounds, 0.52% hits. AID 485341, 2010;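 further: potency means the concentration at half of the fitted maximal effect; plate controls were no compound for no effect and no enzyme for full effect; nearly all actives have a fitted effect of over 20% in size; some results filed as inactive show a strong effect at the top dose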
Target sequence (P00811 whole entry, looked up): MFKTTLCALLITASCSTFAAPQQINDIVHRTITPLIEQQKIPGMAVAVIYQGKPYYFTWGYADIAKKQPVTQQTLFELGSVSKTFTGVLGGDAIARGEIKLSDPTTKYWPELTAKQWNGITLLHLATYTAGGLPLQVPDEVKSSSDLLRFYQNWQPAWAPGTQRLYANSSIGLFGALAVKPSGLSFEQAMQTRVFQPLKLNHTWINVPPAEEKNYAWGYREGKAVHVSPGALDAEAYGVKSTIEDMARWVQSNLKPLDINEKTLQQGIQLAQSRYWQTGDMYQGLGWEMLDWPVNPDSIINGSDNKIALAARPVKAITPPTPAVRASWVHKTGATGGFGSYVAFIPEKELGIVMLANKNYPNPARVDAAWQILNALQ
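20 mM phosphate pH 7.0 + 0.01% (detergent screen) or 0.0001% Triton X-100; 5.3 nM AmpC reagent; cpd preinc 15 min RT; nitrocefin (800 uM stock) to start; A480 q20 s × 4 min; Activity was normalised to no-enzyme and no-compound control wells.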
Sm TGR block – qHTS Assay for the Inhibitors of Schistosoma Mansoni Peroxiredoxins; 360,000 compounds, 3% hits; AID 485364, 2010; Schistosoma mansoni thioredoxin glutathione reductase (TGR), Q962Y6; Potency, µM (top dose mostly 114 µM), inactives show at the highest dose activity change, negative = inhibition, actives largely listed as inhibitors; purified TGR, DTNB reduction, TNB absorbance 405 nm; further: potency means the concentration at half of the fitted maximal effect; nearly all actives have a fitted effect of over 60% in size
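TGR 20 nM + NADPH 100 uM (dispensed conc.), cpd preinc 15 min RT; start with NADPH (500 uM addition) then DTNB (15 mM addition). Kinetic TNB absorbance, 405 nm filter. Four-parameter Hill fit across titration.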
AmpC detergent – qHTS Inhibitors of AmpC Beta-Lactamase (assay with detergent). AID 485294, 2010. AmpC hydrolysis of nitrocefin, absorbance 480 nm, 0.01% Triton. 370,000 compounds, 0.041% hits. Potency, µM (top dose mostly 114 µM), for the others: at the highest dose activity change, negative = inhibition, actives largely listed as inhibitors. P00811;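 further: potency means the concentration at half of the fitted maximal effect; 0% = no-compound wells and -100% = no-enzyme wells; nearly all actives have a fitted effect of over 25% in size; some results filed as inactive show a strong effect at the top dose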
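20 mM phosphate pH 7.0 + 0.01% (detergent screen) or 0.0001% Triton X-100; 5.3 nM AmpC reagent; cpd preinc 15 min RT; nitrocefin (800 uM stock) to start; A480 q20 s × 4 min; Activity was normalised to no-enzyme and no-compound control wells.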
* marks the source's active call; other numbers are inactive results; ? = inconclusive; / = no result given; & = joins results of further samples; [ ] = remark or other dose. Unless noted, the call rests on the fitted dose curve; in most records, active means well fitted curve in the direction sought with a large enough effect; inconclusive means small, poorly fitted or top-dose-only effect, or another doubt; inactive means no such curve, though single readings can be large; an effect the other way counts as inactive or inconclusive. Unless noted, on the % scale 0 is the no-effect control and ±100 the full control effect.

SMILES	AMA1-RON2 inh	FBPA Giardia inh	HCMV antiviral	AmpC inh no detg	Sm TGR block	AmpC detergent
Cc1c(NS(=O)(=O)c2cccc(C(=O)O)c2)c(=O)n(-c2ccccc2)n1C	3%	-1%	0&14	-6%	-17%&-1%	1%&11%
O=C(C1CCC(Cn2c(=S)[nH]c3ccccc3c2=O)CC1)N1CCN(c2ccccn2)CC1 (stereo unspecified)	16%	0%	-91*	-22%	-1%	?
CCC1CCCCN1CCCNC(=O)CN1C(=O)c2cccnc2Oc2ccc(C)cc21 (stereo unspecified)	3%	10%	-22&0	-9%	3%&-1%	-11%&8%
Cc1ccc(C)c(Oc2cc(NC(=O)CCCn3nc(C)c([N+](=O)[O-])c3C)cc([N+](=O)[O-])c2)c1	-3%	-3%	-88*	4%	0%	7%
Cc1ccc(OCC(=O)Nc2cccc(O)c2)cc1C	-12%	-7%	35	-17%	-2%	-2%
C=CCCC(=O)NC1CC(C)(C)Cc2c1cnn2-c1ccc(OC)cc1 (stereo unspecified)	-1%	10%	2	58%	0%	-8%
CN1CCC(=NNC(=O)c2cc(-c3ccc(Cl)cc3)n[nH]2)CC1	55%[activator]	-2%	-19	-36%	-2%	-7%
O=C(Nc1ccccc1C(F)(F)F)N1CCN(C(c2ccccc2)c2ccccc2)CC1	-5%	6%	61	31%	-14%	-6%
CCCCNS(=O)(=O)c1ccc2nc(SCC(=O)c3ccccc3OC)[nH]c2c1	12%	-2%	-79*	-28%	0%	-15%
CCOC(=O)c1c(C)[nH]c(C)c1C(=O)COC(=O)c1cccnc1Cl	3%	/	15	-15%	/	/
CCc1cc(=O)oc2cc3occ(-c4ccc(OC)c(F)c4)c3cc12	4%	9%	-68*	-15%	5%	4%
O=C(C1CCN(S(=O)(=O)c2ccc(Cl)cc2)CC1)N1CCOCC1	-3%	0%	-14	5%	0%	-4%
CCC(=O)Nc1ccc(N2CCOCC2)c(S(=O)(=O)Nc2ccc(Cl)cc2)c1	1%	/	0	-55%	-2%	-8%
Cc1ccc2c(CC(=O)NCc3ccccc3)coc2c1C	/	/	14	/	4%	11%
O=C(Nc1ccnn1C1CCN(C2CCOCC2)CC1)c1cccc(F)c1	1%	/	-15	-10%	0%	-3%
Cc1ccccc1[C@@H]1C(C#N)=C(N)S[C@H]1C(=O)c1ccccc1	-8%	-10%	?	-44%	10%	-5%
Cc1ccc(-n2ncc(C(=O)N3CCCCC3)c2C2CCN(C(=O)OC(C)(C)C)CC2)cc1C	/	/	0	/	-2%	-9%
CNC(=O)COc1coc(CN2CCN(c3cccc(Cl)c3)CC2)cc1=O	3%	15%	-31	21%	-9%	-9%
Cn1c(COc2ccccc2)nnc1SCCN1CCOCC1	-12%	?	24	-3%	0%	-12%
COc1ccc(NC(=O)CCCN2C(=O)CN(C)C2=O)cc1Cl	-5%	/	-13	-2%	2%	-5%
CCOc1ccc(-c2cccc(NS(=O)(=O)c3ccc(Cl)s3)c2)nn1	/	/	18	/	5%	23%
Cc1cc(C)cc(C(=O)NC(CC(N)=O)c2ccc(NCCN3CCCC3)c([N+](=O)[O-])c2)c1 (stereo unspecified)	9%	6%	22	-8%	-1%	-14%
O=C(CSc1ncn(-c2ccccc2)n1)Nc1ccc(Br)cn1	13%	-3%	-15	-12%	-15%	-15%
COc1ccc(S(=O)(=O)N2CCOCC2)cc1NC(=O)CCCOc1ccccc1	11%	/	8	11%	/	/
Cc1cccc(OCC(=O)Nc2ccc(C(=O)NCc3cccnc3)cc2)c1	/	-3%	/	-6%	-13%	-18%
CCOc1ccc(N(CC(=O)NC2CCCC2)C(=O)CCCC(=O)Nc2ccccn2)cc1	0%	0%	20	44%	9%	-3%
O=C(NNC1=Nc2ccccc2SC1)c1cccc([N+](=O)[O-])c1	46%[activator]	12%	-84*	-32%	7%	4%
Cc1ccc(S(C)(=O)=O)cc1C(=O)Nc1cccc(S(=O)(=O)N2CCCCCC2)c1	3%	/	-30	-10%	0%	0%
COC(=O)c1ccc(COC(=O)c2[nH]c(C)c(C(C)=O)c2C)o1	-6%	6%	33	-5%	64%[activator]	5%
O=C(Cn1c2c(c(=O)n3ncnc13)CCC2)N/N=C/c1cccs1	11%	1%	14	-8%	-6%	-6%
CC1(C)CC(CCC(=O)Nc2ccc(S(N)(=O)=O)cc2)C(=O)O1 (stereo unspecified)	10%	3%	29	-6%	4%	-10%
CC(C)c1ccc(NC2CCCN(C(=O)c3ccccc3-c3ncc[nH]3)C2)cc1 (stereo unspecified)	-12%	/	-37	71%[activator]	-4%	0%
CCOC(=O)C(NC(=O)OC(C)C)(Nc1nccs1)C(F)(F)F (stereo unspecified)	1%	4%	-20	-2%	5%	-4%
Cc1cccc(Nc2nc3c(c(=O)n(C)c(=O)n3C)n2CC(O)CO)c1 (stereo unspecified)	-11%	-3%	39	14%	9%	6%
C/C(=N\NC(=O)c1cccs1)c1c(O)cc(C)oc1=O	138%[activator]	/	45	-23%	-9%	-3%
CCCn1c(=O)c(C(=O)Nc2ccccc2)c(O)c2ccccc21	16%	1%	122	-17%	0%	1%
CCN(C[C@H]1N[C@@](Cc2ccccc2)(C(=O)OC)[C@H]2C(=O)N(Cc3ccccc3)C(=O)[C@@H]12)C(=O)Nc1ccc(C(F)(F)F)cc1	-5%	/	?	-27%	/	/
Cc1ccc(C(=O)N[C@H](C(=O)OCC(=O)c2ccc[nH]2)C(C)C)cc1	9%	-1%	25	-22%	3%	-4%
CN(C)/C=N/c1nc2nccc(-c3cccs3)n2n1	-12%	-6%	-16	-16%	1%	-14%
Cn1c(N)c(C(=O)COC(=O)c2cncc(Br)c2)c(=O)n(C)c1=O	-20%	2%	-27	10%	0%	-4%
COc1ccc(Cn2nnnc2C(c2cccs2)N2CCCCCC2)cc1 (stereo unspecified)	-4%	9%	-10	-18%	-10%	4%
Cn1cc(/C=N/NC(=O)c2cccc([N+](=O)[O-])c2)c2ccccc21	1%	0%	-22	-19%	-28%	-2%
COc1cc(C(=O)Nc2ccccc2C(=O)Nc2ccccn2)cc(OC)c1OC	-7%	-3%	-2	50%	-1%	-6%
CC(=O)Nc1ccccc1NC(=O)C/C(C)=N/NC(=O)C(=O)Nc1cccc(Cl)c1C	82%[activator]	1%	11	-27%	7%	0%
Cn1cccc1/C=C1\SC(=S)N(NC(=O)c2ccc(F)cc2)C1=O	8%	-19%	-33	-27%	-1%	-6%
O=C(NCc1ccc2c(c1)OCO2)c1ccc(CS(=O)(=O)c2cccc(C(F)(F)F)c2)o1	1%	1%	-23	-5%	10%	2%
Cc1cc(=O)oc2cc(OCC(O)CN3CCc4ccccc4C3)ccc12 (stereo unspecified)	-7%	-29%	-5	-21%	-2%	-16%
O=C(Cc1ccc(S(=O)(=O)N2CCOCC2)s1)Nc1ccccc1Br	-10%	-3%	0	-17%	-15%	-3%
CC1=C2C3OC(=O)C(C)C3CC[C@@]2(C)C=CC1=O (stereo partly specified)	-8%	0%&4%	17	-21%	-15%	0%
O=C(O)c1cc(-c2ccc(/C=N/Nc3ccc([N+](=O)[O-])cn3)o2)ccc1Cl	4%	?	-13	-31%	-6%	-3%
S=c1[nH]nc(C2CCCCC2)n1/N=C/c1c(Cl)cccc1Cl	103%[activator]	1%	?	-9%	11%	1%
O=C(CSc1nncn1-c1cccnc1)Nc1ccccc1C(F)(F)F	6%	3%	5	-6%	2%	4%
O=C(N/N=C/c1cc([N+](=O)[O-])ccc1Cl)c1cc(-c2ccccc2)nc2ccccc12	3%	7%	-35	-12%	9%	?
CCOC(=O)c1cnn(CCOC(=O)C2CC2)c1NC(=O)C1CC1	3%	1%	10	-18%	13%	-1%
O=C(CSc1nc2ccccc2c(=O)n1-c1ccccc1F)NC1CCS(=O)(=O)C1 (stereo unspecified)	7%	/	-29	-11%	-19%	6%
CCN(CC)CCN(C(=O)c1ccc(N2C(=O)CCC2=O)cc1)c1nc2cc3c(cc2s1)OCCO3	-7%	-8%	-12	6%	45µM*	-9%
CCCc1cc(=O)[nH]c(Nc2ccc(OCC)cc2)n1	/	/	?	/	1%	9%
CN(CCO)c1ccc(-c2nn(C)c(=O)c3ccccc23)cc1[N+](=O)[O-]	-7%	-1%	49	-5%	4%	5%
Cc1nc(Nc2ccc(Cl)cc2)c(C#N)c(=O)[nH]1	1%	0%	55	-16%	-11%	-12%
O=C(N/N=C/c1cccc(OC(=O)c2ccco2)c1)c1ccc(F)cc1	14%	-2%	-8	-41%	0%	?

By substructure: the entries above containing fluorine.
SMILES	AMA1-RON2 inh	FBPA Giardia inh	HCMV antiviral	AmpC inh no detg	Sm TGR block	AmpC detergent
O=C(Nc1ccccc1C(F)(F)F)N1CCN(C(c2ccccc2)c2ccccc2)CC1	-5%	6%	61	31%	-14%	-6%
CCc1cc(=O)oc2cc3occ(-c4ccc(OC)c(F)c4)c3cc12	4%	9%	-68*	-15%	5%	4%
O=C(Nc1ccnn1C1CCN(C2CCOCC2)CC1)c1cccc(F)c1	1%	/	-15	-10%	0%	-3%
CCOC(=O)C(NC(=O)OC(C)C)(Nc1nccs1)C(F)(F)F (stereo unspecified)	1%	4%	-20	-2%	5%	-4%
CCN(C[C@H]1N[C@@](Cc2ccccc2)(C(=O)OC)[C@H]2C(=O)N(Cc3ccccc3)C(=O)[C@@H]12)C(=O)Nc1ccc(C(F)(F)F)cc1	-5%	/	?	-27%	/	/
Cn1cccc1/C=C1\SC(=S)N(NC(=O)c2ccc(F)cc2)C1=O	8%	-19%	-33	-27%	-1%	-6%
O=C(NCc1ccc2c(c1)OCO2)c1ccc(CS(=O)(=O)c2cccc(C(F)(F)F)c2)o1	1%	1%	-23	-5%	10%	2%
O=C(CSc1nncn1-c1cccnc1)Nc1ccccc1C(F)(F)F	6%	3%	5	-6%	2%	4%
O=C(CSc1nc2ccccc2c(=O)n1-c1ccccc1F)NC1CCS(=O)(=O)C1 (stereo unspecified)	7%	/	-29	-11%	-19%	6%
O=C(N/N=C/c1cccc(OC(=O)c2ccco2)c1)c1ccc(F)cc1	14%	-2%	-8	-41%	0%	?

Just AMA1-RON2 inh, Sm TGR block and AmpC detergent, for 2 of the compounds above:
SMILES | AMA1-RON2 inh | Sm TGR block | AmpC detergent
O=C(CSc1nncn1-c1cccnc1)Nc1ccccc1C(F)(F)F | 6% | 2% | 4%
Cc1cc(=O)oc2cc(OCC(O)CN3CCc4ccccc4C3)ccc12 (stereo unspecified) | -7% | -2% | -16%

Bioassay records deposited in PubChem by National Center for Advancing Translational Sciences (NCATS).
